Screens as filed in PubChem.
SIRT5 block: inhibitors of human sirtuin-5 desuccinylase; inhibition, % at 15 µM; Q9NXA8; 330,000 compounds, 1.1% hits; AID 652115; Purified SirT5, succinyl-peptide AMC, trypsin-coupled fluorescence; in the data active = inhibition above about 15%
Cneo AK release: causes C. neoformans cell lysis. adenylate kinase release luminescence, 4 h; normalised: neutral wells 0, clomiphene wells 100. lysis activity, % at 15 µM. 360,000 compounds, 0.2% hits. AID 651654;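 active = mean lysis activity across replicates of at least 80%, whatever share of replicates individually reach that level; inactive = mean lysis activity below 80%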
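Assay system: log-phase C. neoformans yeast / Quantity: yeast cell density of 5 × 10^6 cells/mL / Medium: fresh YPD growth medium / Compound: single dose / Timing: static 4 h at 37 °C with compound, 1 h detection / Measured by: adenylate kinase release luminescence / Read-out: lysis from increased AK signal / Benchmarks: Clomiphene as positive lysis control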
ERAP1 inh: inhibitors of human ERAP1 aminopeptidase; recombinant ERAP1, Leu-AMC fluorescence, 60 min; Q9NZ08; inhibition, % at 10.7 µM; AID 652197; 340,000 compounds, 0.15% hits;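 active = mean replicate inhibition of at least 30%, or all replicates individually reaching that 30% level; inactive = mean below 30% and not every replicate reaching it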;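 note: 0% = neutral control wells and 100% = L-leucinethiol positive control wells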
Target sequence (Q9NZ08 whole entry, looked up): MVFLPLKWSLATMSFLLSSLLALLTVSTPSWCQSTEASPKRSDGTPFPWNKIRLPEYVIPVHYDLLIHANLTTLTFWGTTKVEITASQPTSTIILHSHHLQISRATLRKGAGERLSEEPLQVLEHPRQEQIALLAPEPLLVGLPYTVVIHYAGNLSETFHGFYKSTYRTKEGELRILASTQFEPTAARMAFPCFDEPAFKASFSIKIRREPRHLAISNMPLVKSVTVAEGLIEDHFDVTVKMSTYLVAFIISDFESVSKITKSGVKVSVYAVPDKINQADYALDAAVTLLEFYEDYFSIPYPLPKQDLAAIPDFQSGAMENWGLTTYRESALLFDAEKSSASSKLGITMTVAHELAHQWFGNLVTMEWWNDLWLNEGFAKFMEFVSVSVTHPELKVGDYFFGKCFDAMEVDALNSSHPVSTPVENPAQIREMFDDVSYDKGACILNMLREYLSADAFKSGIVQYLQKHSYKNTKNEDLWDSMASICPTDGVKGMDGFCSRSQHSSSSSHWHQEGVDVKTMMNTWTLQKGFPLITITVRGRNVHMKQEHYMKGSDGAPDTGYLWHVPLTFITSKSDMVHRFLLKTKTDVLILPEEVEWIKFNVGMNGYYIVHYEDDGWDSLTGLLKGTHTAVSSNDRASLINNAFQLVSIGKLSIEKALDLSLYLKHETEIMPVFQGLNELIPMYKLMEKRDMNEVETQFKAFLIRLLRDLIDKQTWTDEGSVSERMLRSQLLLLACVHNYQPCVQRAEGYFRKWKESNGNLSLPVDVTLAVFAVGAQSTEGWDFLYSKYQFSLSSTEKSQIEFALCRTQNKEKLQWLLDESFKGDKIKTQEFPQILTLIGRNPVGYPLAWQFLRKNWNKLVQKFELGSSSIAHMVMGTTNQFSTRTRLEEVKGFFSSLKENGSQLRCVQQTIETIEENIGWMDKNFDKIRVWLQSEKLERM
S100A4 inh HTS: S100A4-myosin IIA interaction inhibition; S100A4/TAMRA-MyoIIA peptide fluorescence polarization; inhibition, % at 10.7 µM; P26447; 360,000 compounds, 0.14% hits;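 active = mean inhibition of at least 70% across replicates, with every replicate also reaching that level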
Target sequence (P26447 whole entry, looked up): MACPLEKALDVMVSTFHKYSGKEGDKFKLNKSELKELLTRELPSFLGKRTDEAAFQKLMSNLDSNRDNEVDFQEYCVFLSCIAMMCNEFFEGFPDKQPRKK
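System – human S100A4 monomer protein, biochemical binding assay · Buffer or medium – Calcium-containing HEPES buffer, pH 7.2 · Timing – 5 min between mix addition and reading · Also added – TAMRA-labelled myosin IIA heavy-chain peptide probe, 5 nM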
LGR2 antag: blocks bursicon-induced cAMP signaling via Drosophila LGR2; AID 720647; 380,000 compounds, 0.35% hits; HEK293 LGR2, CRE-luciferase, bursicon-stimulated, 4 h; inhibition, % at 9.99 µM;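 active = drop in luminescence signal, shown as inhibition above about 50% in the replicate tests, limit read from the data, passing the limit was not always enough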;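 note: agonist challenge used bursicon conditioned medium at about half maximal strength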
PGC1a acetyl inh: modulators of PGC1a acetylation | U2OS PGC1a acetylation, AlphaScreen anti-acetyl-lysine; with virally co-expressed GCN5 acetyltransferase | inhibition, % at 15.6 µM | 350,000 compounds, 0.17% hits | AID 651687;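 active = every replicate shows inhibition of at least 40%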;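 note: 0% = neutral control wells and 100% = positive control wells; some results beyond the cut were filed as inactive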
C2C12 statin: suppression of simvastatin myotoxicity; C2C12 myotubes + simvastatin, ATP luminescence, 48 h; scaled: DMSO 0, geranylgeraniol control 100; rescue of ATP level, % at 7.49 µM; 330,000 compounds, 0.78% hits;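 active = mean ATP rescue above about 67%, or every replicate alone reaching that limit, limit read from the data, passing the limit was not always enough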;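 note: myotubes were challenged with 10 µM simvastatin during compound exposure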
Xi reactivation: reactivates the inactive X chromosome in mouse fibroblasts. activation, % at 7.58 µM. XiGFP mouse fibroblasts, % GFP-positive cells imaging, 3 d; cells co-treated with 5-aza-dC sensitizer; scaled so ellipticine positive control = 100%. 360,000 compounds, 0.055% hits;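 active = mean normalized replicate activation at least 10% and every replicate at or above 10%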;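 note: 0% = median of on-plate neutral control wells and 100% = ellipticine 6 µM median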
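System: 68-5-11 XiGFP fibroblast line; Timing: 3 days compound exposure; Compound dosing: one concentration, pinned; Benchmarks: positive control ellipticine, 6 µM final; Buffer or medium: DMEM containing 5-aza-dC.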
The depositor's hits bear a star. Only part of the results is shown; count on the stated rates, not on these rows.

Screening O=C1/C(=C/c2ccccc2)SC(=S)N1CC(=O)N1CCCCC1c1cccnc1 (stereo unspecified) returned SIRT5 block 1, Cneo AK release 1, ERAP1 inh 2, S100A4 inh HTS 0, LGR2 antag 7, C2C12 statin 5 and Xi reactivation 0.1.
CO[C@@H]1CN(C)C(=O)c2ccc(NC(=O)c3ccc(F)cc3)cc2OC[C@@H](C)N(C(=O)c2ccc(F)cc2)C[C@@H]1C was read as SIRT5 block 13, Cneo AK release 0, ERAP1 inh 2, S100A4 inh HTS -4, LGR2 antag 16, PGC1a acetyl inh -10, C2C12 statin -6 and Xi reactivation 0.4.
Screening COc1ccc(CNC(=O)CCNC(=O)N2CCn3c2nc2ccccc23)cc1 returned SIRT5 block -3, Cneo AK release -1, ERAP1 inh 4, S100A4 inh HTS 2, LGR2 antag 5, PGC1a acetyl inh 7, C2C12 statin -5 and Xi reactivation 0.0.
For O=C1c2ccsc2SCCN1Cc1ccccc1 the results were SIRT5 block -1, ERAP1 inh -2, S100A4 inh HTS 9, LGR2 antag 22 and Xi reactivation 0.4.
`O=C1Nc2cc(C(=O)N3CCN(c4ccc(F)cc4)CC3)ccc2NC1CSCc1cccc(F)c1` (stereo unspecified) gave SIRT5 block 0, Cneo AK release 0, ERAP1 inh 4, S100A4 inh HTS -9, LGR2 antag -7, PGC1a acetyl inh 2, C2C12 statin 7 and Xi reactivation 0.0.
O=C(NNC(=O)c1ccc(Cn2cccn2)o1)NC12CC3CC(CC(C3)C1)C2 was read as SIRT5 block 2, Cneo AK release -1, ERAP1 inh 3, S100A4 inh HTS 1, LGR2 antag 1, PGC1a acetyl inh 5, C2C12 statin -4 and Xi reactivation 0.3.
Cc1ccc(S(=O)(=O)Nc2ccc3c(c2)CC(=O)N([C@H](C)CO)C[C@@H](C)[C@@H](CN(C)S(=O)(=O)c2ccccc2)O3)cc1 was read as Cneo AK release 0, LGR2 antag -5, PGC1a acetyl inh 2, C2C12 statin 13 and Xi reactivation 0.2.
COc1ccc(-c2nnn(CC(=O)N(c3cccc(O)c3)C(C)C(=O)NC3CCCC3)n2)cc1OC (stereo unspecified) was read as SIRT5 block 0, ERAP1 inh 6, S100A4 inh HTS 10, LGR2 antag -3, PGC1a acetyl inh -5 and Xi reactivation 0.0.
For O=C(O)CCC1(C(=O)O)CCC(=O)c2ccccc21 (stereo unspecified) the results were Cneo AK release 1, ERAP1 inh -1, S100A4 inh HTS 1, LGR2 antag 1, PGC1a acetyl inh 15, C2C12 statin 4 and Xi reactivation 0.2.
Screening Cc1ccc(S(=O)(=O)N2CCN(C(=O)CSc3nncs3)CC2)cc1 returned SIRT5 block 1, Cneo AK release 1, ERAP1 inh -3, S100A4 inh HTS 0, LGR2 antag -1, PGC1a acetyl inh -1 and Xi reactivation 0.0.
`CCCNC(=O)C[C@@H]1C[C@@H]2c3cc(NC(=O)NC4CCCC4)ccc3O[C@@H]2[C@@H](CO)O1` gave SIRT5 block -5, Cneo AK release 3, ERAP1 inh 0, S100A4 inh HTS -1, LGR2 antag 22, PGC1a acetyl inh 6, C2C12 statin -7 and Xi reactivation -0.1.
Screening O=C(COc1ccc(Br)cc1CO)N1CCCc2ccccc21 returned SIRT5 block -1, Cneo AK release 0, ERAP1 inh 2, S100A4 inh HTS 1, LGR2 antag 4, PGC1a acetyl inh 9, C2C12 statin 4 and Xi reactivation 0.5.
Screening CCOC(=O)N1CCC(NC(=O)c2ccc3c(c2)N=C(C)c2ccccc2S3)CC1 returned SIRT5 block 3, Cneo AK release 1, ERAP1 inh -1, S100A4 inh HTS -2, LGR2 antag 28, PGC1a acetyl inh -17, C2C12 statin -22 and Xi reactivation 0.2.
For COc1ccc(C=NNC(=O)CCCC(=O)NN=Cc2ccc(OC)c(OC)c2)cc1OC the results were SIRT5 block 2, ERAP1 inh 2, S100A4 inh HTS -6, LGR2 antag -9 and Xi reactivation 0.0.
COc1ccc(NS(=O)(=O)c2ccc(N3CCCC3=O)cc2)cn1 was read as SIRT5 block 1, ERAP1 inh -1, S100A4 inh HTS 5, LGR2 antag -27, PGC1a acetyl inh -10 and Xi reactivation 0.0.
Screening COc1ccccc1NC(=O)N1CC(=O)N2[C@H](CO)[C@H](c3ccc(-c4ccc(C)cc4)cc3)[C@@H]2C1 returned S100A4 inh HTS -4, LGR2 antag -3, PGC1a acetyl inh 16 and Xi reactivation 0.1.
Screening CC(C)NC[C@H]1[C@@H](c2ccc(C3=CCCC3)cc2)[C@@H](CO)N1C(=O)CC1CC1 returned SIRT5 block 1, ERAP1 inh 4, S100A4 inh HTS -7, LGR2 antag -38 and Xi reactivation 0.0.
Screening O=C(Cn1cc([N+](=O)[O-])cn1)NC1CCCCCC1 returned SIRT5 block 1, Cneo AK release 0, ERAP1 inh 2, S100A4 inh HTS 0, LGR2 antag 3, PGC1a acetyl inh 12, C2C12 statin -7 and Xi reactivation -0.1.
For Clc1ccc2c(SCC3CO3)c3ccccc3nc2c1 (stereo unspecified) the results were SIRT5 block 0, ERAP1 inh 8, S100A4 inh HTS -10, LGR2 antag -11 and Xi reactivation 0.1.
Screening CCOC(=O)c1[nH]c(C)c(C(=O)NCc2cccnc2)c1C returned Cneo AK release -1, S100A4 inh HTS 1, LGR2 antag 2, PGC1a acetyl inh -3, C2C12 statin -8 and Xi reactivation 0.3.
Screening Cc1ccc(-c2csc3nc[nH]c(=O)c23)cc1 returned SIRT5 block 0, Cneo AK release -1, ERAP1 inh -5, S100A4 inh HTS -7, LGR2 antag -6, PGC1a acetyl inh -2, C2C12 statin 21 and Xi reactivation 0.0.
Screening N#C[C@H]1[C@H](c2ccccc2C2=CCCC2)[C@@H](CO)N1C(=O)C1CC1 returned SIRT5 block 6, ERAP1 inh 2, S100A4 inh HTS -3, LGR2 antag 8, PGC1a acetyl inh -12 and Xi reactivation 0.0.
`COc1ccccc1OCCCC(=O)NC(C)c1ccccc1` (stereo unspecified) gave SIRT5 block -3, ERAP1 inh 0, S100A4 inh HTS -1, LGR2 antag 4 and Xi reactivation -0.1.
For Cn1nc(C(F)(F)F)c(-c2ccccc2)c1NC(=O)CCC(=O)O the results were SIRT5 block -1, Cneo AK release 4, ERAP1 inh -3, S100A4 inh HTS -1, LGR2 antag 5, PGC1a acetyl inh 9 and Xi reactivation 0.2.
COc1ccc(NC(=O)N(C)C[C@H]2Oc3c(NC(=O)c4cc(C)nn4C)cccc3C(=O)N([C@H](C)CO)C[C@@H]2C)cc1 was read as SIRT5 block -4, Cneo AK release 0, ERAP1 inh -2, S100A4 inh HTS -6, LGR2 antag -6, PGC1a acetyl inh 2, C2C12 statin -10 and Xi reactivation -0.7.
CC(C)c1cc(Cn2c3ccccc3c(=O)n2C(C)CBr)on1 (stereo unspecified) was read as SIRT5 block -12, Cneo AK release 3, ERAP1 inh -1, S100A4 inh HTS 0, LGR2 antag 13, PGC1a acetyl inh -2, C2C12 statin 8 and Xi reactivation 0.2.
C[C@H]1CCCCO[C@@H](CN(C)Cc2ccncc2)[C@@H](C)CN([C@@H](C)CO)C(=O)c2cc(NC(=O)c3ccncc3)ccc2O1 was read as SIRT5 block 0, Cneo AK release -1, ERAP1 inh 0, S100A4 inh HTS -1, LGR2 antag -2, PGC1a acetyl inh 13 and Xi reactivation 0.1.
C[C@H]1CN([C@@H](C)CO)C(=O)c2cccc(NC(=O)C3CCCCC3)c2O[C@@H]1CN(C)Cc1ccc2c(c1)OCO2 was read as LGR2 antag -17, PGC1a acetyl inh -4, C2C12 statin -38 and Xi reactivation -0.9.
CN1CCCCN2[C@@H](CO)[C@H](c3ccc(-c4ccccc4)cc3)[C@@H]2C1 was read as SIRT5 block -2, Cneo AK release 1, ERAP1 inh -1, S100A4 inh HTS 0, LGR2 antag -18, PGC1a acetyl inh 2, C2C12 statin 7 and Xi reactivation 0.0.
Screening CCn1c(=S)sc2c(=O)[nH]c(SCC(=O)Nc3cc(OC)ccc3OC)nc21 returned SIRT5 block 2, Cneo AK release 2, ERAP1 inh -2, S100A4 inh HTS 0, LGR2 antag 3, PGC1a acetyl inh -1, C2C12 statin 14 and Xi reactivation 0.0.
O=C(NCc1cccs1)c1ccccc1[N+](=O)[O-] was read as SIRT5 block -1, ERAP1 inh 4, S100A4 inh HTS -1, LGR2 antag 2 and Xi reactivation -0.1.
COc1ccc([C@@H]2C[C@@H](c3ccccc3)Oc3cc(C)cc(C)c32)cc1 was read as Cneo AK release 1, ERAP1 inh -4, S100A4 inh HTS -5, LGR2 antag -1, PGC1a acetyl inh -3, C2C12 statin -15 and Xi reactivation -0.7.
For C[C@@H]1CN([C@H](C)CO)C(=O)c2cc(NS(=O)(=O)c3cccs3)ccc2O[C@H]1CN(C)C(=O)NC1CCCCC1 the results were SIRT5 block 1, Cneo AK release 0, ERAP1 inh 1, S100A4 inh HTS 1, LGR2 antag 1, PGC1a acetyl inh 6, C2C12 statin 33 and Xi reactivation -1.1.
`CC(C)(C)OC(=O)N1CCC(CC2CC(c3ccccc3)=NO2)(C(=O)O)CC1` (stereo unspecified) gave SIRT5 block -1, Cneo AK release 2, ERAP1 inh 1, S100A4 inh HTS -1, LGR2 antag -42, C2C12 statin 7 and Xi reactivation 0.1.
CCCCn1c(N)c(N(CCOC)C(=O)COc2ccc(Cl)cc2)c(=O)[nH]c1=O was read as SIRT5 block 1, Cneo AK release -1, ERAP1 inh -2, S100A4 inh HTS 2, LGR2 antag 8, PGC1a acetyl inh 7, C2C12 statin 12 and Xi reactivation 0.4.

Not a retest: 6 of the compounds above.
Screening O=C1/C(=C/c2ccccc2)SC(=S)N1CC(=O)N1CCCCC1c1cccnc1 (stereo unspecified) returned SIRT5 block 1, Cneo AK release 1, ERAP1 inh 2, S100A4 inh HTS 0, LGR2 antag 7, C2C12 statin 5 and Xi reactivation 0.1.
CO[C@@H]1CN(C)C(=O)c2ccc(NC(=O)c3ccc(F)cc3)cc2OC[C@@H](C)N(C(=O)c2ccc(F)cc2)C[C@@H]1C was read as SIRT5 block 13, Cneo AK release 0, ERAP1 inh 2, S100A4 inh HTS -4, LGR2 antag 16, PGC1a acetyl inh -10, C2C12 statin -6 and Xi reactivation 0.4.
Screening COc1ccc(CNC(=O)CCNC(=O)N2CCn3c2nc2ccccc23)cc1 returned SIRT5 block -3, Cneo AK release -1, ERAP1 inh 4, S100A4 inh HTS 2, LGR2 antag 5, PGC1a acetyl inh 7, C2C12 statin -5 and Xi reactivation 0.0.
For O=C1c2ccsc2SCCN1Cc1ccccc1 the results were SIRT5 block -1, ERAP1 inh -2, S100A4 inh HTS 9, LGR2 antag 22 and Xi reactivation 0.4.
`O=C1Nc2cc(C(=O)N3CCN(c4ccc(F)cc4)CC3)ccc2NC1CSCc1cccc(F)c1` (stereo unspecified) gave SIRT5 block 0, Cneo AK release 0, ERAP1 inh 4, S100A4 inh HTS -9, LGR2 antag -7, PGC1a acetyl inh 2, C2C12 statin 7 and Xi reactivation 0.0.
O=C(NNC(=O)c1ccc(Cn2cccn2)o1)NC12CC3CC(CC(C3)C1)C2 was read as SIRT5 block 2, Cneo AK release -1, ERAP1 inh 3, S100A4 inh HTS 1, LGR2 antag 1, PGC1a acetyl inh 5, C2C12 statin -4 and Xi reactivation 0.3.
